High-throughput results as filed in PubChem.
KLF5 inh: KLF5 expression inhibitors, primary screen, DLD-1 cells, luminescence | DLD-1 KLF5 promoter-luciferase reporter | inhibition, % at 5 µM | 290,000 compounds, 0.23% hits | AID 1700, 2009;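 active means inhibition above a per-plate limit of that plate's mean compound inhibition plus 3 SD, cut at about 60% in these data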;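 further: 0% = DMSO wells and 100% = LY294002 at 200 µM; higher means less KLF5 promoter-driven luciferase light; inactives centre near -14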
aSyn UTR inh: MLPCN primary screen, SNCA 5' untranslated region; AID 1813, 2009; 300,000 compounds, 0.82% hits; alpha-synuclein 5'UTR reporter, inhibitor activity; inhibition, % (tested at 7.5 µM); in the data active means inhibition above about 60%;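 further: H4 neuroglioblastoma cells stably carrying SNCA 5'UTR luciferase fusion; 0% = DMSO wells and 100% = positive control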
Platelet DG rel: inhibitors of platelet dense granule secretion, primary screen, cell-based, MLPCN, human platelets; human platelet-rich plasma, SFLLRN dense granule ATP release, luminescence; inhibition, %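 (compounds screened at 7.5 µM in platelet-rich plasma)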; 300,000 compounds, 0.22% hits; AID 1663, 2009;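 active means mean replicate score, as percent of positive control, at or above 50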
HSF1 inh: HSF1 inhibitors in luciferase reporter cells, primary screen, cell-based, NIH3T3, luminescence. NIH3T3-HGL HSE-luciferase, MG132-induced, luminescence 8 h; hits give low values. activity change, negative = inhibition, % at 7.5 µM (by protocol). 300,000 compounds, 0.77% hits. AID 2098, 2009;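 active means more than half of replicate wells show activity change below -50%, luminescence cut by over half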;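 further: luciferase reports HSF-1 transcriptional activity via heat shock element; 0% = median of DMSO wells and -100% = zero luminescence signal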
HIF act: HIF pathway transcriptional activators, primary screen, cell-based, U2OS HRE-luciferase, luminescence; AID 1910, 2009; activation, % at 7.5 µM (by protocol); 300,000 compounds, 0.32% hits; U2OS HRE-luciferase reporter; normalized: DMSO 0%, desferrioxamine 100%;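 active means mean activation of at least 10% of the iron chelator positive control signal, with at least half of replicates also reaching 10%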
IEC-6 cytotox: cytotoxicity in IEC-6 intestinal epithelial cells, primary screen, cytotoxicity control for KLF5 inhibitor project, cell-based, luminescence. IEC-6 cytotoxicity, luminescence viability. inhibition, % at 5 µM. 290,000 compounds, 0.78% hits. AID 1825, 2009; in the data active means inhibition above about 22%;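 further: 0% = plate median of test compound wells and 100% = cytotoxic reference compound wells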
HSF-1 act: HSF-1 activators, primary screen, NIH3T3-HGL cells, MG132 stress, luminescence, single point | 300,000 compounds, 1.7% hits | activation, % at 9 µM | NIH3T3-HGL HSF-1 luciferase reporter, 8 h; 100% = twice DMSO control signal | AID 504408, 2011;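 active means mean replicate activation of at least 50% with a set share of replicates each reaching 50%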;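 further: 0% = median of the neutral control wells and 100% = twice that signal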
SKKanGAS inh: S. pyogenes SKKanGAS growth inhibitors in kanamycin, primary screen, streptokinase expression inhibitor project, SKKanGAS strain, BacTiter-Glo luminescence; 6 h; inhibition, % at 7.5 µM; 300,000 compounds, 1.3% hits; AID 1662, 2009;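 active means mean replicate score, as percent of positive control median, at least 50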;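 further: strain carries kanamycin resistance gene driven by streptokinase promoter and grows in 40 µg/ml kanamycin; loss of luminescence reflects streptokinase promoter inhibition or plain growth inhibition; 0% = median of DMSO wells and 100% = positive control at its reference dose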
HSP90 inh: HSP90 inhibitors, primary screen, cell lysate, luminescence. Rabbit reticulocyte lysate, luciferase refolding luminescence, 3 h. inhibition, % at 5.6 µM. 290,000 compounds, 0.91% hits. AID 1789, 2009;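 active means inhibition above the screen-wide mean plus 3 SD, computed separately per campaign, cut at about 16% in these data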;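 further: 0% = DMSO wells and 100% = 60 µM geldanamycin wells; inhibitors lower the luminescence because luciferase stays unfolded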
AI-2 QS mod: Vibrio harveyi AI-2 quorum sensing modulators, primary screen, JMH597 strain, luminescence/OD600 ratio | Vibrio harveyi JMH597 AI-2 luminescence/OD600 ratio, 9 h; hits give low values; strain lacks LuxN and CqsS sensors; 0 = neutral-control median | activity change, % at 7.5 µM | 300,000 compounds, 0.4% hits; in the data active means activity change below about -75%, passing the limit was not always enough;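 further: luminescence divided by OD600 gain over 9 h not by final OD600 alone; inactives centre near 13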
Numbers without * were called inactive; . = not tested or not shown.

mol	KLF5 inh	aSyn UTR inh	Platelet DG rel	HSF1 inh	HIF act	IEC-6 cytotox	HSF-1 act	SKKanGAS inh	HSP90 inh	AI-2 QS mod
Cc1cccc(N=C2C(=O)Nc3c(Cl)cccc32)c1	-34	6	10	2	0.6	5	2	5	-5	30
O=C(O)C1CC=CCC1C(=O)Nc1ccccc1C(=O)N1CCN(c2ccc(Cl)cc2)CC1 (stereo not given)	-58	12	-3	1	-0.7	2	11	-5	-3	-2
O=C(Nc1cccc(-n2cnnn2)c1)C1CCCN(Cc2cccc(C(F)(F)F)c2)C1 (stereo not given)	-10	35	-10	3	-0.2	-2	7	-13	-2	1
Cc1ccc(-n2c(SCC(=O)Nc3ccc(Cl)cc3)nc(O)cc2=O)cc1	-28	17	-4	9	-0.1	-8	2	41	-6	7
Cc1cc(OCC(=O)NCCCN2CCOCC2)cc(C)c1Cl	-17	11	-4	-5	0.0	1	-6	-2	2	18
COc1ccc(/C=C2/SC(=O)N(CCCCCC(=O)Nc3ccccc3C(=O)O)C2=S)cc1	4	36	-1	-11	-2.4	-6	-4	26	-5	19
COc1ccc(C(=O)CC(=O)O)c2c1C=CC(C)(C)O2	-37	-35	-2	-9	0.0	-4	0	1	-4	10
COc1ccc(C(C(=O)NC(C)(C)C)N(C(=O)CCC(=O)Nc2ccccn2)C2CCCCC2)cc1 (stereo not given)	-21	2	2	-3	-0.3	-2	0	2	-4	22
COC(=O)c1ccc(NC(=O)CCc2nnc3ccc(NCc4ccco4)nn23)cc1	-14	25	1	-7	0.0	-3	8	3	-2	18
Cc1ccc(N(C)S(=O)(=O)c2cccc(C(=O)NC3=NCCS3)c2)cc1	-7	-9	-6	7	-0.2	2	32	0	1	1
Cc1ccc(NC(=O)c2ccc(CSc3nnnn3C)cc2)cc1	-95	-165	5	10	1.6	3	33	1	-2	16
COc1ccc(N2CCN(C(=O)CCCC3=NS(=O)(=O)c4ccccc4N3)CC2)cc1	-15	3	0	1	-0.2	1	14	3	-1	24
O=C(O)c1cccc(N2C(=O)c3cc4cccc(Br)c4cc3C2=O)c1	-24	-9	-6	-10	-9.2	-9	18	-13	-2	-3
Cc1ccnc(NS(=O)(=O)c2ccc(NS(=O)(=O)c3ccccc3)cc2)n1	-28	15	-7	5	-0.4	-4	-4	0	-7	15
Cc1cc(C)cc(NC(=O)COc2ccc3c(C)c(Cc4ccccc4)c(=O)oc3c2)c1	-12	18	-1	0	-0.4	-7	37	-11	-3	35
COc1ccc(NS(=O)(=O)c2cccc(C(=O)NNC(=O)c3ccc(NC(C)=O)cc3)c2)cc1	.	8	18	5	-0.3	.	-4	42	.	13
CC1(C)CC(=O)C(C=NCCN2CCNC2=O)=C(O)C1	-16	-12	2	2	-0.6	-1	-1	-3	-1	18
COC(=O)c1ccc(NC(=O)CSc2nc3cccnc3n2C)cc1	-3	-11	-7	4	-46	0	25	10	11	3
Cc1nc(-c2ccc(Cl)cc2)sc1C1(C)CC(c2ccc(C#N)cc2)=NO1 (stereo not given)	.	-38	2	17	0.5	.	45	13	.	8
CCc1ccc(NC(=O)Cn2nc(C)n3cccc3c2=O)cc1	-33	-33	32	2	0.1	0	19	-12	8	4

Next entries
mol	KLF5 inh	aSyn UTR inh	Platelet DG rel	HSF1 inh	HIF act	IEC-6 cytotox	HSF-1 act	SKKanGAS inh	HSP90 inh	AI-2 QS mod
Cc1ccc(C(C)CCN2CCC(n3nccc3NC(=O)c3ccccc3)CC2)o1 (stereo not given)	-4	-3	-6	-1	0.1	5	-6	-3	2	14
CCCN(Cc1nnc(-c2ccccc2Cl)o1)C(=O)c1cccc(S(=O)(=O)N2CCOCC2)c1	-16	0	28	-1	-0.3	8	-7	0	0	17
COc1cccc(NCc2nnc(SCC(=O)N(C)C3CCS(=O)(=O)C3)n2C2CCCCC2)c1 (stereo not given)	1	2	4	-4	-0.1	2	-1	-7	0	5
COC(=O)c1sc(SC)c(S(=O)(=O)C(C)C)c1N/N=C(\C#N)C(=O)c1ccccc1	-25	0	-2	2	0.2	-2	21	12	4	12
Cc1cccc(CS(=O)(=O)c2ncc(Cl)c(C(=O)NCc3ccc4c(c3)OCO4)n2)c1	25	41	15	268	5.1	31*	317*	-8	1	12
COCCNC(=O)c1cn(CCOC)c(=O)c2c1c1ccccc1n2C	-15	6	6	-1	-3.8	-6	-2	4	-6	-6
S=c1[nH]nc(-c2ccccn2)n1/N=C/c1ccc(Br)s1	1	6	24	-1	0.1	0	3	6	2	19
Cc1ccc(OCCCC(=O)Nc2nncs2)cc1	-15	16	7	1	-0.4	-2	-2	1	0	33
Cc1ccc(NC(=O)C2C3CCC(O3)C2C(=O)O)cc1Cl (stereo not given)	-10	3	7	3	-1.4	-2	9	0	1	16
CCOC(=O)c1nn(-c2ccc(Cl)cc2)c(=O)c(C#N)c1C	-49	-3	2	0	-0.1	1	4	8	-3	2
O=S(=O)(NCC1(N2CCOCC2)CCCCC1)c1ccccc1Cl	.	-91	11	-2	-0.5	.	3	-1	.	24
CN(C)c1ccc(NC(=O)CSc2nc(C3CC3)nc3ccccc23)cc1	-12	-51	4	5	1.7	8	-5	-2	1	22
O=C(NCC1CC1)c1onc(CSc2ccc(F)cc2)c1C(=O)NCC1CC1	.	15	4	6	-1.2	.	8	1	.	19
CCOP(=O)(OCC)C(Nc1cccc(C)c1)c1ccc(F)cc1 (stereo not given)	9	11	1	1	-1.0	-12	4	-3	-1	14
CC(C)N(C(=O)CN1C(=O)NC(c2ccccc2)(c2ccccc2)C1=O)C(C)C	-33	-15	8	6	0.1	2	-8	7	0	24
CSc1nsc(SCC(=O)Nc2ccccn2)n1	-42	-22	-2	2	1.9	-1	16	-5	3	19
Cn1c(Sc2nc3ccccc3n2C)nc2ccccc21	-16	-1	1	3	-0.3	1	-8	-5	-2	24
Cc1ccc(S(=O)(=O)N2CCN(Cc3ccco3)CC2)c(C)c1	-11	6	1	-4	-1.0	0	11	1	-2	26
CCOC(=O)c1sc(=NC(=O)CCSc2ccccc2)n(C)c1C	-7	-146	0	21	3.5	-1	24	-11	-1	25
CCOC(=O)c1ccccc1-n1c(C)cc(C2N=C(N)Nc3nc4ccccc4n32)c1C (stereo not given)	-17	-10	4	-6	0.2	-2	-1	0	5	28

The list goes on, overlapping the part above by two compounds.
mol	KLF5 inh	aSyn UTR inh	Platelet DG rel	HSF1 inh	HIF act	IEC-6 cytotox	HSF-1 act	SKKanGAS inh	HSP90 inh	AI-2 QS mod
CCOC(=O)c1sc(=NC(=O)CCSc2ccccc2)n(C)c1C	-7	-146	0	21	3.5	-1	24	-11	-1	25
CCOC(=O)c1ccccc1-n1c(C)cc(C2N=C(N)Nc3nc4ccccc4n32)c1C (stereo not given)	-17	-10	4	-6	0.2	-2	-1	0	5	28
NC(=O)c1cc2cc(Br)ccc2o/c1=N/NC(=O)c1cccc(F)c1	-24	-27	2	-6	-1.2	-1	4	4	-1	6
COc1cc2[nH]c(=S)n(CCN3CCCCC3C)c(=O)c2cc1OC (stereo not given)	1	30	-8	-11	-0.3	10	-8	8	2	13
CCOc1ccccc1NC(=O)c1ccc(F)c(S(=O)(=O)N2CCC3(CC2)OCCO3)c1	-7	3	-13	-4	-0.4	4	13	-9	4	19
COc1ccccc1N1CCN(CC(=O)NCc2ccc(Cl)cc2)CC1	-3	-17	-1	-1	-0.4	4	3	-5	1	-8
Cc1cccn2c(=O)c3cc(C#N)c(=NC(=O)c4ccccc4)n(Cc4ccco4)c3nc12	.	-17	11	13	0.2	.	12	32	.	14
Cc1cc(C)c(S(=O)(=O)N2CCOCC2)cc1C	-5	6	-1	-3	0.1	6	-7	6	3	18
CCCN1CCN(C2CCCCC2NS(=O)(=O)c2ccc(Cl)cc2)CC1 (stereo not given)	-3	13	-5	-7	.	-1	-1	4	2	13
CC1(C)CC(=O)C(=Cc2cn(CCC#N)nc2-c2ccc(Cl)cc2)C(=O)C1	-17	0	-1	3	0.1	0	6	-13	4	21
CCc1c(C)c2ccc(O)c(CN(C)C)c2oc1=O	-37	31	3	-3	0.0	5	1	2	6	5
COc1ccccc1N1CCN(Cc2nc3ccccc3[nH]2)CC1	-8	12	-6	-4	-0.2	1	-13	-3	-3	27
NC1=NC[C@H](c2ccccc2)N1CCc1cc(C(F)(F)F)cc(C(F)(F)F)c1	.	-10	4	-1	2.0	.	3	-1	.	23
Cc1ccc(N2C(=O)C3C(C2=O)N2CCCN2C3c2ccccc2)cc1C (stereo not given)	-22	4	-1	6	0.0	-2	16	6	0	30
O=C(Oc1ccc(F)cc1)N1CCOCC1	-42	-5	-3	-8	1.2	4	4	-3	1	4
Cc1cccc(C(O)(C(=O)NNc2ccc3ccccc3n2)c2cccc(C)c2)c1	10	-20	4	-10	0.8	2	-14	18	5	19
CCn1c(C)nc2cc(C(=O)NNS(=O)(=O)c3ccc(C)cc3C)ccc21	-5	-21	3	1	-0.1	-2	3	-4	-2	11

Another view of part of the listing above:
The line under a structure holds: KLF5 inh, aSyn UTR inh, Platelet DG rel, HSF1 inh, HIF act, IEC-6 cytotox, HSF-1 act, SKKanGAS inh, HSP90 inh, AI-2 QS mod
Cc1cccn2c(=O)c3cc(C#N)c(=NC(=O)c4ccccc4)n(Cc4ccco4)c3nc12
 : ., -17, 11, 13, 0.2, ., 12, 32, ., 14
Cc1cc(C)c(S(=O)(=O)N2CCOCC2)cc1C
 : -5, 6, -1, -3, 0.1, 6, -7, 6, 3, 18
CCCN1CCN(C2CCCCC2NS(=O)(=O)c2ccc(Cl)cc2)CC1 (stereo not given)
 : -3, 13, -5, -7, ., -1, -1, 4, 2, 13
CC1(C)CC(=O)C(=Cc2cn(CCC#N)nc2-c2ccc(Cl)cc2)C(=O)C1
 : -17, 0, -1, 3, 0.1, 0, 6, -13, 4, 21
CCc1c(C)c2ccc(O)c(CN(C)C)c2oc1=O
 : -37, 31, 3, -3, 0.0, 5, 1, 2, 6, 5
COc1ccccc1N1CCN(Cc2nc3ccccc3[nH]2)CC1
 : -8, 12, -6, -4, -0.2, 1, -13, -3, -3, 27
NC1=NC[C@H](c2ccccc2)N1CCc1cc(C(F)(F)F)cc(C(F)(F)F)c1
 : ., -10, 4, -1, 2.0, ., 3, -1, ., 23
Cc1ccc(N2C(=O)C3C(C2=O)N2CCCN2C3c2ccccc2)cc1C (stereo not given)
 : -22, 4, -1, 6, 0.0, -2, 16, 6, 0, 30
O=C(Oc1ccc(F)cc1)N1CCOCC1
 : -42, -5, -3, -8, 1.2, 4, 4, -3, 1, 4
Cc1cccc(C(O)(C(=O)NNc2ccc3ccccc3n2)c2cccc(C)c2)c1
 : 10, -20, 4, -10, 0.8, 2, -14, 18, 5, 19
CCn1c(C)nc2cc(C(=O)NNS(=O)(=O)c3ccc(C)cc3C)ccc21
 : -5, -21, 3, 1, -0.1, -2, 3, -4, -2, 11
